TSHR antagonist: human thyrotropin receptor antagonism | P16473 | TSHR-expressing cells, TSH-stimulated cAMP HTRF, 2 h; active compounds read low | activity change, negative = inhibition, % at 11.5 µM | 0.2% of 330,000 active;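 active means activity change below a set negative limit, meaning inhibition stronger than a set level, cut at about -70% in these data; inconclusive means activity change between two set negative limits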; further: on the % scale 0 is the no-effect control and ±100 the full control effect
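Freshly harvested TSHR cells receive pin-tooled compound, then EC80 TSH at 4nM final. After 2 hours at 37 deg C, antibody in lysis buffer and cAMP-d2 are added; 30 minutes at ambient temperature precede the HTRF read.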
KCNH2 WT inh: inhibitors of human wildtype KCNH2 potassium channel. 0.37% of 340,000 active. AID 720551. activity change, % at 1.84 µM. U2OS, BacMam KCNH2, thallium flux FluxOr; active compounds read low;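 active means maximum activity change below -70%; inconclusive means maximum activity change between -70% and -50%; inactive means maximum activity change above -50%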; further: on the % scale 0 is the no-effect control and ±100 the full control effect
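U2OS cells were transduced with wild-type KCNH2 virus (2.03 x 10^8 / mL) for 4 h at room temperature, then cultured overnight at 37 C. Thallium flux was read with FluxOr dye. Rate constants were normalized to DMSO controls.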
Tb PFK inh: T. brucei PFK enzyme inhibition | 0.17% of 330,000 active | O15648 | Potency, µM (top dose mostly 57.5 µM), for the others: top-dose activity, negative = inhibition, actives largely listed as inhibitors | AID 485367 | T. brucei PFK, ADP-Glo luminescence;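 further: potency means the concentration at half of the fitted maximal effect; 0% = uninhibited 1x PFK enzyme wells and -100% = no-enzyme wells; nearly all actives have a fitted effect of over 60% in size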
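PFK 1.25 nM, F6P 0.5 mM, ATP 0.1 mM, 0.1 M TEA pH 8.0, 5 mM MgCl2, 0.01% Tween20, 0.1% BSA; 45 min RT. ADP-Glo readout. qHTS titration up to 57 uM; curves fitted, compounds curve-classed.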
Giardia kill: Giardia lamblia killing | Giardia lamblia trophozoite viability | activity change, % at 7.66 µM, hits read low | 0.15% of 340,000 active | AID 540267; in the data active means activity change below about -80%; inconclusive means between about -30% and that limit;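 further: parasites exposed to compound for two days anaerobically before the ATP read; on the % scale 0 is the no-effect control and ±100 the full control effect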
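Giardia lamblia trophozoites (100 cells/well) were incubated with compounds for 48 h at 37 deg C under anaerobic conditions. Viability was read as ATP content by one-step luminescence after 15-30 min at room temperature.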
A-T KAP1 phos: potential ataxia-telangiectasia treatments restoring KAP-1 phosphorylation; […] A-T fibroblasts, KAP-1 phosphorylation AlphaLISA; neocarzinostatin DNA damage 30 min before lysis; Potency, µM (titrated, usually from 57.5 µM), without a hit: at the top dose activation, most hits filed as activators; 0.19% of 320,000 active; AID 485349; further: potency means the concentration at half of the fitted maximal effect; % of control where 0% means no effect; nearly all actives have a fitted effect of over 45% in size
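hTERT-immortalized A-T patient fibroblasts ([…]), 500 cells/well in OPTI-MEM, 1% FBS, got compounds for 60 min, then NCS for 30 min at 37C. Lysates were then assayed for phospho-KAP-1 by AlphaLISA (anti-pKAP1 donor, anti-KAP1 acceptor beads), 6 hr at 25C.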
FBPA coupling cs: inhibits coupling enzyme system, counter-screen for aldolase hits; activity change, negative = inhibition, % at 58.2 µM, hits read low; 0.67% of 290,000 active; coupling enzyme system counterscreen, AmpLite Red fluorescence; in the data active means activity change below about -30%; further: on the % scale 0 is the no-effect control and ±100 the full control effect
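First, compound is pin-transferred into glyceraldehyde-3-phosphate coupling-enzyme reagent at 57.5 uM final and held 10 min at RT. Next, substrate, coupling system and AmpLite Red are added. After 20 min RT, fluorescence (525/598 nm) is read.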
MLL CXXC-DNA inh: inhibitors of human MLL CXXC domain-DNA interaction; Q03164; MLL-CXXC / FITC-HOXA9 DNA fluorescence polarization; Potency, µM (series often up to 115 µM), inactives show at the top dose activity change, negative = inhibition, most hits filed as inhibitors; 0.037% of 290,000 active; AID 2662; active means well fitted inhibition curve with a large enough effect in the polarisation, with a control signal flat, not every such curve was filed as active; inconclusive means small, poorly fitted or top-dose-only effect, or effect the other way, or a change in a side signal; inactive means no such curve, though single readings can be large or run the other way; the % refers to the polarisation; further: potency means the concentration at half of the fitted maximal effect
Target sequence (Q03164 whole entry, looked up, the tested form may be a part): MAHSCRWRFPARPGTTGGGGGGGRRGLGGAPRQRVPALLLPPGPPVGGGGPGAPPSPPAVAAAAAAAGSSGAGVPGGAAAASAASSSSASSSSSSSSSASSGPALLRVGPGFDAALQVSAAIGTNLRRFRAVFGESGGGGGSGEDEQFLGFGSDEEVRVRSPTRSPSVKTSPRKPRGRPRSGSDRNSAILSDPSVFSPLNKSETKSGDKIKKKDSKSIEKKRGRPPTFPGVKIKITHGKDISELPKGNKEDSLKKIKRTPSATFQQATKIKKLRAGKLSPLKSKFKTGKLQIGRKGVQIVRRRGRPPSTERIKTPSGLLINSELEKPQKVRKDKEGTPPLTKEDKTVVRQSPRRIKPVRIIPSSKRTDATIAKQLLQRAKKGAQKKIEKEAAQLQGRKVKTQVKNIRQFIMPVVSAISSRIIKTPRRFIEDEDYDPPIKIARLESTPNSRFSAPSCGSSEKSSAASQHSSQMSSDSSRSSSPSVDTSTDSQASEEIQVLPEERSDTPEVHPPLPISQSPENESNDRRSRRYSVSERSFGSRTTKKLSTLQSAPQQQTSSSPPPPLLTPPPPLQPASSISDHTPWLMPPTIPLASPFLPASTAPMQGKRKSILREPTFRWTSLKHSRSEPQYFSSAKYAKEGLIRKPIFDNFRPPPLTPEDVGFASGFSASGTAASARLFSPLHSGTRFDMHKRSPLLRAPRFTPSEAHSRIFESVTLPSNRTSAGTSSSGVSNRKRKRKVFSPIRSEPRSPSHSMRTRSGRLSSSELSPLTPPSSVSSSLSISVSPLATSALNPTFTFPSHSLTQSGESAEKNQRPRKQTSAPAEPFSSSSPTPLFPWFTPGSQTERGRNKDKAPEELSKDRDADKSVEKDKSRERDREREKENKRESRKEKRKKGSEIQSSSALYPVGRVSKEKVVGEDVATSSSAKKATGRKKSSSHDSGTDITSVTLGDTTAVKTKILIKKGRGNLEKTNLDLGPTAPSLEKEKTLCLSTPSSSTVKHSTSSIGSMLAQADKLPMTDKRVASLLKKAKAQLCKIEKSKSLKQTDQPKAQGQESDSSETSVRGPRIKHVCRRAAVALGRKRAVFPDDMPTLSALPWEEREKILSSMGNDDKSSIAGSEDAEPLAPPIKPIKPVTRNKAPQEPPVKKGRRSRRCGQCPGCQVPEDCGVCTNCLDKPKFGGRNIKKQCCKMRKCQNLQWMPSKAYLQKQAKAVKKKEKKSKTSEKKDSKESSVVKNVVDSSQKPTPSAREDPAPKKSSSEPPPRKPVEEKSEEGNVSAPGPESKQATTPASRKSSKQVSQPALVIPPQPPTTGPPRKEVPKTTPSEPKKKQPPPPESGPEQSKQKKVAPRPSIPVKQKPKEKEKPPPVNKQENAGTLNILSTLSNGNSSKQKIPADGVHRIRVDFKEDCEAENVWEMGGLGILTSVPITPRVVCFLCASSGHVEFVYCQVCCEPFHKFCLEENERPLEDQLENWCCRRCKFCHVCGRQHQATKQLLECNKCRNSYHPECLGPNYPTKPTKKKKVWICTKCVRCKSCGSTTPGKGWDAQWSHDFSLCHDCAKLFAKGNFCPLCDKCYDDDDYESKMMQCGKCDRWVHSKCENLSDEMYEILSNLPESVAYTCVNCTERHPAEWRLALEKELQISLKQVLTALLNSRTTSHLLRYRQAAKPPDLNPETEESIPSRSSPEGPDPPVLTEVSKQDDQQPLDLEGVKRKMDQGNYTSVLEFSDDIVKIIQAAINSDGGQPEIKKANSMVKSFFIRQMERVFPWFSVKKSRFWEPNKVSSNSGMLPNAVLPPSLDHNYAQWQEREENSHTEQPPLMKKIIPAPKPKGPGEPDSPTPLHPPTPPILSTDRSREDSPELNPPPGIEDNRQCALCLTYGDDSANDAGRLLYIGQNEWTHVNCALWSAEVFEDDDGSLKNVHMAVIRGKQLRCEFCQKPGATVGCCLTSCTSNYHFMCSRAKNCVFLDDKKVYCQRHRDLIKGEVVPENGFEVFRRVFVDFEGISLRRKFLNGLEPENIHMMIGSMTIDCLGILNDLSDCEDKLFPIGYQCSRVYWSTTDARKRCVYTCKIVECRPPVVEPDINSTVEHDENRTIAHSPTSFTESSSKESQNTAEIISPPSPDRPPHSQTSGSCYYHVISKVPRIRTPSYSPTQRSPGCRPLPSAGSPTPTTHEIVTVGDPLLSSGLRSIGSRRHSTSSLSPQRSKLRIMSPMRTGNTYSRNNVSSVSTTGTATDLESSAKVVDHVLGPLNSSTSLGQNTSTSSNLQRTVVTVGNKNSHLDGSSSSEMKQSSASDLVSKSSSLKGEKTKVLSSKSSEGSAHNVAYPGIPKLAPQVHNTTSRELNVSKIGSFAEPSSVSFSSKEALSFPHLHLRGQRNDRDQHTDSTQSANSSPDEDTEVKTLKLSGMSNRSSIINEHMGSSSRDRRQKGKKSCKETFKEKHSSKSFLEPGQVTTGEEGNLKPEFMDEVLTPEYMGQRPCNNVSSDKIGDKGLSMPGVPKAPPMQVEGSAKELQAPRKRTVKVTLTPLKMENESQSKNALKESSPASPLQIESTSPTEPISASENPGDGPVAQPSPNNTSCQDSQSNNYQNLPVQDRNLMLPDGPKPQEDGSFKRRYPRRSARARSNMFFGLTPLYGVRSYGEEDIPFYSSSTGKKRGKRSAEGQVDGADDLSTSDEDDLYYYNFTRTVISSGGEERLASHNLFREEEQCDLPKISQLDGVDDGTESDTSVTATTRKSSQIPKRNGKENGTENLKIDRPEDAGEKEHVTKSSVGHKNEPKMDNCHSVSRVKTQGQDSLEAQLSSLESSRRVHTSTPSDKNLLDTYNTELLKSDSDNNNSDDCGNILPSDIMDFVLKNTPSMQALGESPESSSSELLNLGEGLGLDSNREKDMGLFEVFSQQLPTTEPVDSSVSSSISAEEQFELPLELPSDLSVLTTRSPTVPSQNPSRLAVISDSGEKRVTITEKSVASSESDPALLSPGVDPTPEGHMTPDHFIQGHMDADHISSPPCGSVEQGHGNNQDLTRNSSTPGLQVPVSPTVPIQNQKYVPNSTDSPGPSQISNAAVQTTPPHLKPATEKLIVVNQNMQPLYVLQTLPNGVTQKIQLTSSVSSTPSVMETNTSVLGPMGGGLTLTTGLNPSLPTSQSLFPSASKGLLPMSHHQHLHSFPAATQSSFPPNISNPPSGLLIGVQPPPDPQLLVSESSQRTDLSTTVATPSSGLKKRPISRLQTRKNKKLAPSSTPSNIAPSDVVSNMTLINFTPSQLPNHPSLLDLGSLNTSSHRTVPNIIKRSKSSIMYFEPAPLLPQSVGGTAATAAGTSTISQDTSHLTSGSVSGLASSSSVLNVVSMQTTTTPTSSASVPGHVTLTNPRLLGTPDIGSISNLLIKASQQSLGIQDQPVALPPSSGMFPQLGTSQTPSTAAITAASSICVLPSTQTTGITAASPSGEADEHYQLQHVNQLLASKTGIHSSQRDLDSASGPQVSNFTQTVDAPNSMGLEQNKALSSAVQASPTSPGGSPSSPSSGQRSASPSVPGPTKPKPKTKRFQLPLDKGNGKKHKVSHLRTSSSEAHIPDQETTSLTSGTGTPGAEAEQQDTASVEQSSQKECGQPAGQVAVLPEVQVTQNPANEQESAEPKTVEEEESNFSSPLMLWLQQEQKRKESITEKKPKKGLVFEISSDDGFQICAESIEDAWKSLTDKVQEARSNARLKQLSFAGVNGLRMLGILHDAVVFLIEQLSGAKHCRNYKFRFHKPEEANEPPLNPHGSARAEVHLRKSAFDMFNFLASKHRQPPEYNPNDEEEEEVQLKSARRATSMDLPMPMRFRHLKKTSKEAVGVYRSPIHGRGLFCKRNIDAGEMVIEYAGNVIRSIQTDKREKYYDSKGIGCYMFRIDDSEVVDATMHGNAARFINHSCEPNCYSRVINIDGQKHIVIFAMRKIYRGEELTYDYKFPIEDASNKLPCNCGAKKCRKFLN
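Purified MLL-CXXC (added from a 7 uM solution) was preincubated 5 min at ambient with pinned compounds in 50 mM Tris-HCl pH 7.5, 50 mM NaCl, 1 mM DTT, 0.05% BSA. Fluorescein-labeled HOX-A9 DNA (50 nM solution) followed, 30 min, then polarization read.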
GALK inhibitor: inhibitors of human galactokinase; P51570; Purified GALK, Kinase-Glo residual ATP luminescence; Potency, µM (highest dose often 57.5 µM), inactives show top-dose activity change, negative = inhibition, actives largely listed as inhibitors; 0.007% of 270,000 active; AID 1868; further: potency means the concentration at half of the fitted maximal effect; on the % scale 0 is the no-effect control and ±100 the full control effect
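Luminescence from leftover ATP (Ultra-Glo luciferase/luciferin) served as read-out after a 1 h room-temperature reaction of 5 nM GALK with 35 uM ATP and 100 uM galactose.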
Chronic BCR inh: inhibitors of chronic active B-cell receptor signaling; ABC-DLBCL IkBa-CBG/CBR reporter, luminescence ratio, 4 h; 0.05% of 340,000 active; AID 493014; Potency, µM (highest dose often 46.1 µM), without a hit: at the top dose ratio change, negative = lower green/red ratio, usual class: inhibitors; active means well fitted inhibition curve with a large enough effect in the signal ratio, with a control signal flat, not every such curve was filed as active; inconclusive means small, poorly fitted or top-dose-only effect, or effect the other way, or a change in a side signal; the % refers to the signal ratio;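 further: potency means the concentration at half of the fitted maximal effect; plate controls were basal doxycycline-induced cells for no effect and cells given 10 µM MG132 for full effect; MG132 reads +100%, hits lower the ratio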
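Concentration-response series (up to 46 uM) were applied to TMD8 dual-reporter cells for 4 h at 37C with doxycycline. Green/red ratio, after filter-overlap correction, defined %Activity; red signal alone was normalised to basal cells and zero luminescence.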
TCR act: activates T cell receptor signaling; Potency, µM (doses to about 9.22 µM), for inactives: top-dose activation of IL-2 secretion, actives largely listed as activators; 330,000 tested, under 10 active; AID 504894; primary human leukocytes, anti-CD3, IL-2 HTRF, 48 h; further: % of control where 0% means no effect
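IL-2 release read by HTRF sandwich (Eu cryptate donor, d2 acceptor, 665 nm emission) after 48 hr exposure of primary human leukocytes to compound together with anti-CD3 beads in the absence of co-stimulatory signals.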
* hit, by the source's call; ? = inconclusive; · = not tested or not shown; & = joins results of further samples; [ ] = another dose, or the depositor's remark. Unless noted, the call rests on the fitted dose curve; in most records, active means well fitted curve in the direction sought with a large enough effect; inconclusive means small, poorly fitted or top-dose-only effect, or another doubt; inactive means no such curve, though single readings can be large; an effect the other way counts as inactive or inconclusive.

no.	structure	A-T KAP1 phos	Giardia kill	FBPA coupling cs	Tb PFK inh	TCR act
1	CCOC(=O)c1c(CC(C)C)csc1/N=C/C1=C(O)CCCC1=O	-1%	12	1	0%	1%
2	CCOC(=O)C1=C(C)NC(=O)NC1c1ccc(N2CCC(c3ccccc3)=N2)cc1 (stereo not drawn)	5%	-18	0	3%	-9%
3	COc1ccc(C(=O)N=c2sc3ccccc3n2C)cc1	6%	-6	-20	-1%	-1%
4	CCc1ccccc1Nc1nc(N)nc(COC(=O)C2=COCCO2)n1	-1%	-16	·	-10%	8%
5	O=C(NCc1ccco1)C1CCCN1S(=O)(=O)c1ccccc1C(F)(F)F (stereo not drawn)	-7%	4	0	1%	1%
6	Cc1ccc(S(=O)(=O)N2CCN(CC(=O)N/N=C\c3cccnc3)CC2)cc1	2%	-2	2	0%	-7%[46.1 µM]
7	COc1ccccc1NC(=O)Cc1ccc(-c2ccccc2)cc1	10%	-3	1	-6%	2%
8	Cc1cc2cc(CCNC(=O)c3cccc([N+](=O)[O-])c3)c(=O)[nH]c2cc1C	-5%	8	-3	-1%	-3%[46.1 µM]
9	CCCn1c(SCC(=O)NC(=O)NCc2ccccc2)n[nH]c1=O	-9%	24	·	-1%	6%
10	O=C(NCc1ccncc1)C(=O)Nc1ccc2c(c1)OCO2	-2%	-12	0	0%	10%
11	CCC(C)(C)NC(=O)c1cc([N+](=O)[O-])ccc1N1CCCCC1	-3%	-1	5	0%	0%[46.1 µM]
12	COc1ccc(/C(C)=N/NC(=O)Cc2c(C)nc(C)[nH]c2=O)cc1	-17%	19	2	-1%	9%[46.1 µM]

no.	TSHR antagonist	KCNH2 WT inh	GALK inhibitor	MLL CXXC-DNA inh	Chronic BCR inh
1	-2	15	3%	5%	?
2	0	-9	2%	19%	18%
3	-18	-10	8%	-1%	1%
4	9	-2	·	·	1%
5	3	-12	5%	1%	-1%
6	-11	9	2%	1%	-2%
7	4	-2	5%	22%	-12%
8	-6	-6	0%	-8%	-2%
9	·	14	·	·	0%
10	-3	·	-2%	11%	?
11	-3	10	1%	5%	1%
12	19	23	1%	6%	0%

Record cards, as listed above.
`CCOC(=O)C1=C(C)NC(=O)NC1c1ccc(N2CCC(c3ccccc3)=N2)cc1` (stereo not drawn) reads A-T KAP1 phos: 5%; Giardia kill: -18; FBPA coupling cs: 0; Tb PFK inh: 3%; TCR act: -9%; TSHR antagonist: 0; KCNH2 WT inh: -9; GALK inhibitor: 2%; MLL CXXC-DNA inh: 19%; Chronic BCR inh: 18%
`CCOC(=O)c1c(CC(C)C)csc1/N=C/C1=C(O)CCCC1=O` reads A-T KAP1 phos: -1%; Giardia kill: 12; FBPA coupling cs: 1; Tb PFK inh: 0%; TCR act: 1%; TSHR antagonist: -2; KCNH2 WT inh: 15; GALK inhibitor: 3%; MLL CXXC-DNA inh: 5%; Chronic BCR inh: ?

New compounds follow:
no.	structure	A-T KAP1 phos	Giardia kill	FBPA coupling cs	Tb PFK inh	TCR act
13	CS(=O)(=O)N1CCN(C(=O)c2cc(-c3cccnc3)nc3ccc(Br)cc23)CC1	-5%	-2	3	-3%	-8%
14	CN(C)C(CNC(=O)c1ccc(NS(=O)(=O)c2ccc(F)c(F)c2)cc1)c1ccccc1 (stereo not drawn)	1%	-1	·	7%	-4%
15	Cc1ccc(OCCNC(=O)CCNS(=O)(=O)c2ccc3ccccc3c2)cc1	2%	5	·	0%	-11%
16	COc1ccc(C(=O)NCc2nnc(SCC(=O)NCc3ccco3)o2)cc1OC	1%	8	·	-11%	3%
17	Cc1cccc(N(C)C(=O)c2cc3cc4ccc(C)cc4nc3o2)c1	10%	-24	-1	-1%	3%
18	CN(c1ccc(OCC(=O)N2CCOCC2)cc1)S(=O)(=O)c1ccc(Cl)cc1	1%	1	1	8%	-1%
19	c1ccc(Cn2nnc3c(N4CCN(Cc5ccc6c(c5)OCO6)CC4)ncnc32)cc1	-6%	-1	2	-7%	-5%
20	Cc1nnc(NC(=O)CSc2ccc3nnc(-c4ccccn4)n3n2)s1	-1%	4	2	2%	0%
21	c1ccc(-c2ccc(CN3CCN(c4ncccn4)CC3)cc2)cc1	10%	15	2	1%	-3%
22	CN1C(=O)C(O)(CC(=O)c2ccc(F)cc2)c2cc(Br)ccc21 (stereo not drawn)	-9%	11	4	-7%	3%
23	O=C(O)c1sccc1S(=O)(=O)N1CCN(c2ccc(C(F)(F)F)cn2)CC1	0%	1	9	2%	11%
24	CCc1ccc(NC(=O)/C(C#N)=C/c2cn(CC(=O)O)c3ccccc23)cc1	4%	-4	0	1%	-4%

no.	TSHR antagonist	KCNH2 WT inh	GALK inhibitor	MLL CXXC-DNA inh	Chronic BCR inh
13	-7	7	3%	6%	-3%
14	2	2	·	·	?
15	3	-3	·	·	?
16	6	-3	4%	9%	-5%
17	3	17	-2%	0%	?
18	0	5	0%	5%	?
19	-7	4	-6%	12%	2%
20	9	-26	0%	-2%	-6%
21	-1	27	-1%	3%	?
22	6	-7	-3%	-3%	-1%
23	0	8	·	12%	?
24	-2	-4	2%	12%	-1%

The list continues:
no.	structure	A-T KAP1 phos	Giardia kill	FBPA coupling cs	Tb PFK inh	TCR act
25	Cc1c(NC(=O)C(C)OC(=O)c2ccc(Cl)nc2)c(=O)n(-c2ccccc2)n1C (stereo not drawn)	19%	-27	1	0%	2%[46.1 µM]
26	N=c1c2c(ncn1CCCO)Oc1ccc3ccccc3c1C2c1ccccc1 (stereo not drawn)	0%	1	1	11%	7%
27	COc1ccc(CNC(=O)c2ccc3ccccc3n2)cc1	4%	26	3	5%	-1%
28	N/C(=N\OC(=O)CCCc1ccccc1)c1ccccn1	1%	4	1	1%	-2%[46.1 µM]
29	Cc1ccc(CN(C)C(=O)C2CCC(=O)N(CCc3ccccc3)C2)o1 (stereo not drawn)	-1%	18	0	-1%	-2%
30	Cc1cccc2nc(CSc3nnc4ccccn34)cn12	·	-12	0	·	1%
31	CC(NC(=O)C1CCN(S(=O)(=O)c2cc([N+](=O)[O-])ccc2Cl)CC1)c1ccccc1 (stereo not drawn)	3%	?	0	4%	1%[46.1 µM]
32	CCOc1cc(C2CC(=O)N3CN(C4CCCCC4)CSC3=C2C#N)ccc1O (stereo not drawn)	0%	-17&-5	-35*	-1%	2%
33	COc1cc2c(cc1OC)CN(C(=S)Nc1ccccc1)CC2	0%	7	1	4%	-5%
34	CCn1cc(S(=O)(=O)Nc2ccc3c(c2)OCCO3)cn1	2%	5	0	-9%	0%
35	Cc1cccc2cc(CN(Cc3cccnc3)C(=O)c3cccs3)c3nnnn3c12	3%	·	-1	0%	·
36	Cc1cccc(-c2cccc(NC(=O)C3CCCN(C(=O)c4cccnc4)C3)c2)c1 (stereo not drawn)	-5%	49[activator]	·	-6%	-10%
37	O=C1C2CCCN2C(c2ccccc2F)N1c1ccc(F)cc1 (stereo not drawn)	-2%	-14	1	-3%	15%
38	COc1cc(OC)cc(-c2oc(=O)c3cc(OC)c(OC)cc3c2C#CCCCO)c1	0%	-1	·	1%	2%
39	O=C(CNC(=O)c1ccc(Cl)cc1)c1ccc(Br)cc1	-5%	12	1	-7%	10%

no.	TSHR antagonist	KCNH2 WT inh	GALK inhibitor	MLL CXXC-DNA inh	Chronic BCR inh
25	7	2	2%	-2%	0%
26	-12	42	-2%	0%	?
27	0	-8	-1%	0%	-10%
28	-2	2	3%	58%[activator]	-19%
29	-10	-16	·	-4%	8%
30	·	0	-2%	-5%	·
31	-11	-8	-1%	-12%	2%
32	-4	-6	-1%	9%	10%
33	14	-12	3%	1%	9%
34	-10	-1	-2%	-6%	16%
35	-4	·	-2%	0%	1%
36	11	9	1%	-3%	-12%
37	7	-2	2%	-6%	0%
38	5	-7	·	·	-13%
39	-3	0	5%	10%	-2%
